DAX1 inh-1: DAX1 (NR0B1) inhibitors on StAR promoter, primary screen, cell-based, luminescence, SF-1 (NR5A1), full-length DAX-1 | HEK293T StAR-luciferase reporter, SF-1/DAX-1 repression relief | inhibition, % at 6.8 µM | 370,000 tested, 1.1% active | AID 652010, 2013;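 active means inhibition above the mean over all tested compounds plus 3 SD, cut at about 3.6% in these data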;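 further: 0% = DAX-1 cells with DMSO and 100% = cells lacking DAX-1 with DMSO; higher inhibition means more luminescence from relief of DAX-1 repression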
hcDAF-12 act: H. contortus DAF-12 nuclear receptor activators, primary screen, cell-based, luminescence, HEK293, lit1-tk-luc reporter. HEK293 hcDAF-12 lit1-tk-luc reporter; 0% DMSO, 100% Δ7-dafachronic acid. activation, % at 6.8 µM. 370,000 tested, 1.4% active. AID 652067, 2013;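 active means activation above the mean of all tested compounds plus 3 SD, cut at about 5.5% in these data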;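 further: 100% = response to 3 µM Δ7-dafachronic acid high control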
hgDAF12 agonist: H. glycines DAF-12 receptor agonists, primary screen, cell-based, luminescence, HEK293, GAL4 fusion, UAS-luciferase | Nuclear hormone receptor DAF-12 (Heterodera glycines), GAL4 fusion | HEK293 GAL4-hgDAF12 UAS-luciferase reporter, agonist luminescence; normalized to butyrate control | activation, % at 6.8 µM | 370,000 tested, 1.8% active | AID 687014, 2013;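 active means activation above a cutoff set at the mean of all screened compounds plus 3 SD, cut at about 10% in these data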;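 further: 0% = DMSO wells and 100% = sodium butyrate wells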
ADAM10 inh: human ADAM10 inhibitors, primary screen, biochemical, QFRET, HTS. recombinant ADAM10, EDANS/DABCYL FRET peptide cleavage, 3 h. 370,000 tested, 0.62% active. Disintegrin and metalloproteinase domain-containing protein 10 (Homo sapiens), O14672. inhibition, % at 7 µM;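 active means inhibition above a per-campaign cutoff equal to the mean of compounds falling between control-based bounds plus 3 SD, cut at about 20% in these data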;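 further: 0% = DMSO wells while the 100% control is not disclosed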
ssDAF12 agonist: S. stercoralis DAF-12 nuclear receptor activators, primary screen, cell-based, luminescence, HEK293, GRIP1 co-expression, lit1-tk-luc | HEK293 ssDAF-12/GRIP1 lit1-tk-luc reporter; % of 3 µM dafachronic acid response | 370,000 tested, 1% active | AID 652126, 2013 | activation, % at 6.8 µM | Nuclear hormone receptor DAF-12 (Strongyloides stercoralis);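 active means activation above the mean over all tested compounds plus 3 SD, cut at about 0.9% in these data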;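 further: 0% = DMSO-only wells and 100% = 3 µM delta7-dafachronic acid wells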
DAX1 inh-2: DAX1 (NR0B1) inhibitors, primary screen, cell-based, HEK293, Gal4-DAX1, luciferase luminescence; inhibition, % at 6.75 µM; HEK293 Gal4-DAX1 luciferase reporter; Nuclear receptor subfamily 0 group B member 1 (Homo sapiens), P51843; AID 504766, 2011; 340,000 tested, 0.99% active;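 active means inhibition above the mean over all tested compounds plus 3 SD, cut at about 4.2% in these data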;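 further: 0% = DAX1-transfected cells with DMSO and 100% = empty-vector control cells with DMSO; inhibition shows as a rise in luminescence from relieved DAX1 repression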
Target sequence (P51843 207-470 limits assumed): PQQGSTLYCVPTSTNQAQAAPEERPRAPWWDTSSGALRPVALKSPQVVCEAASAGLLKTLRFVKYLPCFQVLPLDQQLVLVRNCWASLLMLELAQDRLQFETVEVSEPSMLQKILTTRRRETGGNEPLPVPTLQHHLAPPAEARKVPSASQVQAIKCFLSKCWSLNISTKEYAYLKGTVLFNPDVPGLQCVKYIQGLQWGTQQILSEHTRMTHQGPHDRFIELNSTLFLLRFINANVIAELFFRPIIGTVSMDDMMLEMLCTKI
PLC-beta3 inh: human PLC-beta3 inhibitors, primary screen, biochemical, fluorescence | Purified PLC-beta3, fluorogenic substrate | inhibition, % at 12.2 µM | 370,000 tested, 0.18% active; in the data active means inhibition above about 11%;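 further: 0% = median of compound wells on plate and 100% = full blocker control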
sPLA2-III inh: human group III sPLA2 inhibitors, primary screen, biochemical, QFRET, BODIPY PC-A2 liposome substrate | inhibition, % at 12.2 µM | Group 3 secretory phospholipase A2 (Homo sapiens), Q9NZ20 | QFRET BODIPY PC-A2 liposome hydrolysis, fluorescence | 370,000 tested, 0.56% active;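 active means inhibition above mean plus 3 SD of compounds lying within the high and low control bounds, cut at about 19% in these data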;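 further: 0% = median of test compound wells and 100% = no enzyme DMSO wells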
GAA850 FXN act: FXN promoter activators, primary screen, cell-based, luciferase luminescence, HEK293 lucGAA850; HEK293 lucGAA850 FXN promoter luciferase reporter, 24 h; percent of 10 µM SAHA response; activation, % at 6 µM; 360,000 tested, 0.56% active; AID 540364, 2011;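 active means activation above the average of all compounds screened plus 3 SD, cutoff fixed separately per campaign, cut at about 7.5% in these data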;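 further: 0% = DMSO wells and 100% = 10 µM SAHA wells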
PLCg1 inh: PLC-gamma1 enzyme inhibitors, primary screen, biochemical, fluorescence, purified enzyme | AID 720700, 2013 | fluorogenic substrate | 370,000 tested, 0.84% active | inhibition, % at 12.2 µM | 1-phosphatidylinositol 4,5-bisphosphate phosphodiesterase gamma-1 (Homo sapiens), P19174; in the data active means inhibition above about 9.5%
ADAM17 inh: ADAM17 inhibitors, primary screen, biochemical, QFRET; Disintegrin and metalloproteinase domain-containing protein 17 (Homo sapiens), P78536; recombinant ADAM17, EDANS/DABCYL FRET peptide cleavage; inhibition, % at 6.95 µM; 370,000 tested, 0.83% active; AID 720648, 2013;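 active means inhibition above the mean of compounds lying between control limits plus 3 SD, set per campaign, cut at about 8.5% in these data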;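 further: 0% = DMSO-only wells as the low control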
Target sequence (P78536 215-824 limits assumed): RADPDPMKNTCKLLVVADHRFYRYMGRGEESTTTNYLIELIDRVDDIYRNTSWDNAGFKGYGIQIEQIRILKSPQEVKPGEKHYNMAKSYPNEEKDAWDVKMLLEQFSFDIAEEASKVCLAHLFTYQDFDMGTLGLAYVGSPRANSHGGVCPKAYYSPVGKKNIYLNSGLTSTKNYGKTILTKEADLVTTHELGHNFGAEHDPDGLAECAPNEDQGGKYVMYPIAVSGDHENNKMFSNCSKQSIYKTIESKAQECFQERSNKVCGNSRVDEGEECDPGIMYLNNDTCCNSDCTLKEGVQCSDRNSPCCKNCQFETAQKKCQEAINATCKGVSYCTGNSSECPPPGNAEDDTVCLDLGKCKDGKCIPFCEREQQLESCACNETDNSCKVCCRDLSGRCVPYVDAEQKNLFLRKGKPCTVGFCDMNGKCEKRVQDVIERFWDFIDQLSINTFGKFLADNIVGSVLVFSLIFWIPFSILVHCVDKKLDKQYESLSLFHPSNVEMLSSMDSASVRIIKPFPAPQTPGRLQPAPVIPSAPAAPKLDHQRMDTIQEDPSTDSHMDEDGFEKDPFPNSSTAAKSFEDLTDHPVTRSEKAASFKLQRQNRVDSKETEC
* marks the source's active call; other numbers are inactive results; x = no result given.

SMILES	DAX1 inh-1	hcDAF-12 act	hgDAF12 agonist	ADAM10 inh	ssDAF12 agonist	DAX1 inh-2	PLC-beta3 inh	sPLA2-III inh	GAA850 FXN act	PLCg1 inh	ADAM17 inh
OCCNCCCOc1cc(Cl)ccc1Cl	-0.7	-0.4	-1.9	2	-1.1	1.7	-1	1	3.4	0	1
CC(=O)c1ccc(N2CCN(S(=O)(=O)c3cn(C)c(C)n3)CC2)cc1	-0.6	-0.3	1.8	-15	-1.0	0.4	-9	4	1.4	-1	-5
N=C1/C(=C\c2ccc(SCc3ccccc3)o2)C(=O)N=C2SC=NN12	-0.3	5.0	-1.0	-27	-1.3	-0.1	-12	-9	0.8	-10	-3
O=C(N/N=C/c1ccc(Br)s1)c1cccs1	-0.3	2.6	8.6	9	-0.2	x	-13	-5	3.5	-5	-1
C=CCN=C(C)C1=C(O)C(C)OC1=O (stereo unspecified)	0.3	0.3	2.5	-3	-0.2	-0.1	1	1	1.6	1	0
NC(=O)CSc1nc2cc(Cl)ccc2c(=O)n1C1CCCCC1	-0.5	-1.5	-3.4	1	-1.1	-1.5	-7	11	2.7	2	-1
CCOC(=O)C1CCN(c2c(C(=O)c3ccccc3)cnc3ccc(Cl)cc23)CC1	-0.7	0.3	-0.4	7	-1.1	2.9	1	1	0.1	2	3
Cc1ccc(CN2CCCN(Cc3cc(C)ccc3C)S2(=O)=O)cc1	0.5	1.1	-1.4	0	-0.8	0.8	-4	-13	0.6	0	0
O=Cc1cn(-c2ccccc2)nc1-c1ccc(F)cc1	0.1	-2.0	2.7	-5	-1.1	0.5	-2	1	0.2	-2	-4
COc1ccc(C2Nc3cccc4cccc(c34)N2)cc1Br	-0.1	5.0	2.4	-5	1.1*	-0.8	-11	-5	0.3	-8	-4
O=C(O)c1cccc(NC2=C(N3CCOCC3)C(=O)c3ccccc3C2=O)c1	0.9	1.9	1.3	-13	-1.7	2.2	-8	0	2.3	-1	-6
O=C(NCc1ccccc1F)C1CCCN1C(=O)Nc1ccc(Cl)cc1 (stereo unspecified)	-0.4	-2.2	-0.4	-1	-0.8	0.2	-1	1	-1.5	2	-2
O=C(O)c1cc(O)ccc1N=Nc1ccccc1	0.2	0.6	-1.0	6	-1.4	-1.7	-6	20*	-0.4	5	6
Cn1c(SCc2c(F)cccc2Cl)nnc1-c1cccs1	1.5	0.8	7.4	-7	-0.6	2.5	3	0	4.9	-4	0
O=C(Cc1cn2ccsc2n1)Nc1ccccn1	-0.2	1.8	1.6	5	-1.0	1.5	2	-3	-0.5	0	-3
CCCNC(=O)Cn1c2ccccc2c2nc(=O)cc(C)n21	1.0	5.4	0.4	-22	0.7	-0.2	-2	4	0.6	-5	-5
COc1ccc(-c2[nH]ncc2CN2CCCN(c3ccccc3)CC2)c(F)c1	0.2	-0.7	2.8	5	-2.0	-0.1	2	-3	-1.3	4	3
Cc1cc(NC(=O)C2CCCN(S(=O)(=O)c3cnc[nH]3)C2)ccc1Br (stereo unspecified)	-1.1	-2.1	0.6	-7	-1.3	-1.1	-2	-26	-1.7	1	0
COc1ccc(/C=N/Nc2nnc(C)n2N)cc1OC	-5.1	-2.2	-6.9	-5	-1.2	-1.9	1	2	-0.2	8	-5
COC(=O)C1=C(C(=O)OC)C2(OC1c1cccc(F)c1)C(=O)c1ccccc1C2=O (stereo unspecified)	-0.1	-0.2	2.4	-1	0.5	1.9	-4	-6	0.1	0	-2
N#CCC(=O)N/N=C/c1ccc(OCc2ccccc2)cc1	-0.3	0.6	3.5	2	-1.2	0.7	2	-25	1.8	-3	0
COC(=O)c1c(O)c2ccccc2[nH]c1=O	-0.2	-0.3	-0.1	3	-0.7	0.7	-3	2	-0.3	1	-3
CC(C)Sc1nnc(-c2c[nH]c3ccccc23)n1C	0.5	1.4	4.2	-7	-0.3	1.0	1	9	1.5	3	-5
COn1c(-n2nc(C)cc2C)nc2ccccc2c1=O	-0.5	0.4	-0.2	-4	-1.6	0.5	0	9	0.6	-1	-3
O=C(Cn1c(=O)n(-c2ccccc2)c(=O)c2sccc21)NCc1ccccc1	-0.2	0.0	2.6	-3	-0.7	0.9	6	5	0.7	3	-4
CC12CCC(=O)N1C(C(=O)Nc1cccc(S(=O)(=O)N3CCCCC3)c1)CS2 (stereo unspecified)	-0.6	-2.5	0.8	-11	-1.0	0.4	-7	-3	-1.1	-3	-6
COc1ccc(C(=O)NNC(=O)CCCCC(=O)NNC(=O)c2ccc(OC)cc2)cc1	0.0	-0.8	-1.4	2	-1.6	3.1	-5	0	1.8	1	0
CC(C)(C)OC(=O)NCC1CCN(S(=O)(=O)Cc2ccccc2)CC1	0.0	1.6	2.5	-4	-1.2	0.7	-6	10	0.5	4	-7
Cc1ccc(OCc2n[nH]c(=S)n2-c2ccccc2)cc1	-0.4	-2.0	0.0	8	-0.3	-0.1	4	15	1.6	1	-1
CC(C)C[C@H](NC(=O)C1CC(=O)N(c2ccc3c(c2)OCO3)C1)C(=O)NCc1ccco1 (stereo partly specified)	-0.4	-0.2	1.4	-11	-0.8	0.2	-8	-3	-0.3	-3	-1
COc1ccc(CCN2C(=O)CC(NCCc3ccc(S(N)(=O)=O)cc3)C2=O)cc1OC (stereo unspecified)	0.2	0.7	0.8	-21	-1.1	-1.9	2	0	-1.7	1	-3
COc1ccc(-c2c(-c3cc(OC)cc(OC)c3)n(C)c3ccc(-c4ccc(OC)nc4)cc23)cc1	-0.3	0.3	0.5	-21	-1.3	-0.1	-8	2	0.6	-5	-7
O=C(N/N=C/c1cccnc1)c1ccc(CN2c3cccc4cccc(c34)S2(=O)=O)cc1	-1.7	-1.6	-0.1	-128	-1.9	-0.3	-184	-7	-0.1	-128	-43
O=C1CN(C(=O)c2cccc(S(=O)(=O)N3CCCC3)c2)c2ccccc2N1	0.1	0.0	0.5	-2	-0.8	-0.1	0	2	0.6	4	-2
Cc1ccc(Cc2c(-c3ccc(Cl)cc3)nc3cc(C)ccn23)cc1	7.2*	3.6	6.7	-35	0.1	3.5	-1	0	5.9	-6	-9
CCOC(=O)C1CCCN(C(=O)c2ccc(N(C)C)cc2)CC1 (stereo unspecified)	-1.1	-1.2	1.4	-11	-1.5	x	-1	-2	-0.3	2	-4
C=CCN1CC(c2nc3ccccc3n2CCOc2ccccc2)CC1=O (stereo unspecified)	-0.4	-1.0	-0.4	-4	-0.3	-1.7	-6	4	-2.9	-4	-4
Cc1cc(C)cc(NC(=O)CSc2nc3nc(C)cc(C)n3n2)c1	-1.1	-1.6	0.8	-4	-0.7	0.0	-2	-5	1.1	1	-1
CCOC(=O)c1cc(C)n(-n2cnnc2)c1C	0.1	-1.8	1.3	3	-1.3	0.6	0	-1	-3.0	0	0
O=C(NC1CCCCC1)C(c1ccnc2ccccc12)N1CCc2ccccc2C1 (stereo unspecified)	-0.1	2.7	2.8	-14	-0.5	x	-9	10	x	-3	-4
O=C(Nc1ccc(Oc2ccccc2)cc1)c1csc([C@@H]2O[C@H](CO)[C@@H](O)[C@H]2O)n1	-3.7	-4.3	-7.1	-9	-2.4	x	-1	0	-6.5	1	-2
COc1ccc(-c2coc3cc4oc(=O)c(CC(=O)O)c(C)c4cc23)cc1	-0.2	-1.1	-0.4	-20	-0.9	-0.8	-17	9	0.2	-2	-8
COc1cc(/C=C2/SC(=S)N(Cc3ccccc3)C2=O)ccc1O	0.2	1.3	3.5	23*	-0.6	0.6	-52	-8	1.1	-32	12*
O=C(NCCc1nc(-c2ccccc2)cs1)c1ccc(Br)cc1	0.2	0.1	0.3	-5	-1.5	-0.7	-6	0	-0.2	-1	-2
Cc1ccsc1C(=O)Nc1nnc(-c2ccco2)o1	0.1	-0.1	0.9	-2	-0.8	1.5	-3	-3	2.8	0	-4
O=C(NC1CCCCC1)C(c1ccccc1)N(Cc1cccnc1)C(=O)c1csnn1 (stereo unspecified)	0.2	1.0	0.5	-2	-0.5	-0.1	0	-2	-0.8	0	0
COc1ccc2[nH]c(=O)c(CN(C(=O)NC3CCCCC3)C3CCCCC3)cc2c1	-0.5	-0.5	-1.9	-43	-0.8	1.4	2	-3	-1.2	-2	-11
COc1ccc([N+](=O)[O-])cc1NC(=O)c1ccc(C)o1	0.7	2.5	-0.4	5	-0.4	0.7	6	7	1.9	8	4
CC(=O)Nc1ccc(NC(=O)c2ccc(NS(=O)(=O)c3cccc4cccnc34)cc2)cc1	-0.4	0.9	-1.7	3	0.3	-0.1	-1	-9	-0.5	0	4
c1ccc(CCc2cc3ccccc3[nH]2)cc1	0.2	1.3	5.7	1	-0.7	0.1	-8	-4	0.0	-7	2
Cc1ccc([N+](=O)[O-])cc1NC(=O)c1ccc2c(c1)OCO2	-0.3	0.1	2.5	4	0.3	-0.9	3	3	0.1	4	0
Cc1ccc(NC(=O)CS(=O)CC(=O)N(CC(=O)NC2CCCC2)c2cccc(C)c2C)cc1 (stereo unspecified)	-0.3	-0.7	-0.7	5	-1.9	-0.1	4	-7	0.2	6	3
CCOC(=O)N1CCN(C(=O)c2ccc(OCC)c(OCC)c2)CC1	0.0	0.8	-0.5	8	-1.1	-0.3	3	8	-3.2	6	0
O=S1(=O)CCN(Cc2ccc(Cl)c(Cl)c2)CC1	-0.6	-1.2	-1.2	-3	-0.6	0.4	1	0	0.7	-5	-3
Cc1ccc(S(=O)(=O)Nc2ccc(S(=O)(=O)NCC3CCCO3)cc2)cc1 (stereo unspecified)	-0.2	-1.0	1.4	-1	-1.0	-1.2	-3	-19	1.6	1	-2

Assay outcomes: PubChem, The Scripps Research Institute Molecular Screening Center
